Bioassay records as filed in PubChem BioAssay.
RGS4-Gao reg: modulates binding of RGS4 to human Galphao | Multiplexed bead flow cytometry; actives lie on both sides | actives 0.33% (n = 220,000) | binding response (% of control), % at 10 µM; in the data active means binding response below about 49% or above about 150%; inactive means in between;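 further: fluorescent Galphao activated with aluminum fluoride binding bead-coupled RGS4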
Target sequence (P09471 whole entry, looked up): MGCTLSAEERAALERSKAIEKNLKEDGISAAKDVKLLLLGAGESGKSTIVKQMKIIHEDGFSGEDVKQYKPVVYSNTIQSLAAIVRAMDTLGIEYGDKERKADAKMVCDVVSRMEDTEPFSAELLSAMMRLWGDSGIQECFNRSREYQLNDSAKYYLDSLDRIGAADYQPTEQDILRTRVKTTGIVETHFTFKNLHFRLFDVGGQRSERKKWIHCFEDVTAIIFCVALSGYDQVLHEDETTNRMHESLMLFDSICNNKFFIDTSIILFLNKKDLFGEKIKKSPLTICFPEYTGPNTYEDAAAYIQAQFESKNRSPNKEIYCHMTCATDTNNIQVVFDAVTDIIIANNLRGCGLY
ABCG2 inh: blocks JC-1 efflux by human ABCG2 transporter; inhibition, % at 6.6 µM; Q9UNQ0; IgMXP3 cells, flow cytometry; actives 0.1% (n = 190,000);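 active means inhibition above 80%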;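 further: 0% = DMSO and 100% = nicardipine control wells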
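test system = two drug-resistant human cell lines, ABCG2 and ABCB1 | amount = 3 million cells/mL final, two lines in 1:1 ratio | reagent = JC-1 transporter substrate | doses = one concentration, 6.6 µM final | incubation = 10 min at 25 °C | signal = flow cytometric JC-1 green MFI at 530 nm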
Bcl-XL Bim block: human Bim-Bcl-XL interaction inhibition; Q07817; Bim peptide-Bcl-XL binding, bead flow cytometry, fluorescence; inhibition, % at 10 µM; actives 0.04% (n = 190,000); AID 1007
Bcl-W Bim block: disrupts Bim peptide binding to human Bcl-W; inhibition, % at 10 µM; actives 0.02% (n = 190,000); Q92843; bead-based flow cytometry;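 further: 0% = bound tracer without compound and 100% = peptide blocker; higher means less fluorescent Bim peptide bound to Bcl-W beads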
Target sequence (Q92843 whole entry, looked up): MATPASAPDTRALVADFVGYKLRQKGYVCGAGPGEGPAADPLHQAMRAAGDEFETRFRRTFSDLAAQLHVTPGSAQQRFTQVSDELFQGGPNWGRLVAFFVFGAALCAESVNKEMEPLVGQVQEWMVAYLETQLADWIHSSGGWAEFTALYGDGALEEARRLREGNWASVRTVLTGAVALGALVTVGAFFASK
RGS8-Gao: modulates binding of RGS8 to human Galphao; AID 1423; actives 0.34% (n = 220,000); multiplexed bead flow cytometry; actives lie on both sides; response (percent of control binding), % at 10 µM; P09471; in the data active means response below about 60% or above about 140%; inactive means in between;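 further: Galphao activated as the GDP aluminium fluoride complex binding bead-coupled RGS8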
GSH bead fluor: GSH bead compound fluorescence profile | AID 1776 | fluorescence (KMESF) at 10 µM | GSH beads flow cytometry, compound fluorescence 488/530 nm; stronger effect = higher value | actives 0.25% (n = 190,000); in the data active means fluorescence above about 89;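 further: glutathione beads carrying GST-tagged Bcl family fusion proteins plus one bare bead set; values are compound well signal with DMSO vehicle wells as background; inactives centre near 16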
Bim-Bfl-1: inhibitors of Bim-Bfl-1 interaction, human. Q16548. Bead-based flow cytometry, Bim-Bfl-1 binding inhibition. inhibition, % at 10 µM. actives 0.12% (n = 190,000);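 further: 0% = wells without compound plus tracer and 100% = blocker peptide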
RGS7-Gao: human RGS7-Galphao interaction regulation; actives 0.35% (n = 220,000); binding response (% of control), % at 10 µM; P09471; AID 1439; Multiplexed bead flow cytometry, RGS7-Galphao binding; actives lie on both sides; in the data active means binding response below about 49% or above about 150%; inconclusive means no clear call, values can overlap the other calls; inactive means in between;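 further: fluorescent Galphao held in activated GDP-AlF4 state binding bead-coupled RGS7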
Bim-Bcl-2: human Bim-Bcl-2 interaction inhibition | Bead-based flow cytometry, Bim peptide-Bcl-2 binding | inhibition, % at 10 µM | actives 0.06% (n = 190,000) | AID 950; in the data active means inhibition above about 40%; inconclusive means no clear call, values can overlap the other calls;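 further: 0% = no compound wells with probe peptide and 100% = reference peptide inhibitor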
ABCB1 inh: human ABCB1 inhibition, ABCG2 as counter-screen. P08183. CCRF-Adr cells, JC-1 efflux, flow cytometry. inhibition, % at 6.6 µM. actives 0.067% (n = 190,000). AID 1326; in the data active means inhibition above about 40%;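 further: 0% = vehicle and 100% = reference inhibitor; higher value means more JC-1 retained so stronger ABCB1 efflux block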
Bcl-B Bim block: inhibitors of Bim-Bcl-B interaction, human | inhibition, % at 10 µM | actives 0.073% (n = 190,000) | Q9HD36 | bead-based flow cytometry, Bim peptide-Bcl-B binding;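 further: 0% = tracer peptide without compound and 100% = reference inhibitor peptide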
Target sequence (Q9HD36 whole entry, looked up): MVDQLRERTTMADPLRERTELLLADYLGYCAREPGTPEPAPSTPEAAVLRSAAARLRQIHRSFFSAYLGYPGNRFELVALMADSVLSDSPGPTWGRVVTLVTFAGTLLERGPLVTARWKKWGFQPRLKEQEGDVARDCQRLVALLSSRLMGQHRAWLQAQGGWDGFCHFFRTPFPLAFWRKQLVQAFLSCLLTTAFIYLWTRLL
The depositor's hits bear a star; ? = inconclusive; · = not tested or not shown; & = joins results of further samples. Unless noted, no stated cut-off is given here; in the data, active means inhibition above about 40%. Not a hit list; 1.1% or so of the library scored in one or more.

SMILES	RGS4-Gao reg	ABCG2 inh	Bcl-XL Bim block	Bcl-W Bim block	RGS8-Gao	GSH bead fluor	Bim-Bfl-1	RGS7-Gao	Bim-Bcl-2	ABCB1 inh	Bcl-B Bim block
Cc1cccc2cc(CN(Cc3ccccc3)C(=S)NCCCN(C)C)c(=O)[nH]c12	99	0	0	-1	104	13	-8	101	-2	0.1	-3
COc1cccc(C(c2nnnn2Cc2ccccc2)N2CCN(C3CCCC3)CC2)c1OC (stereo not given)	109	4	1	0	100	11	4	110	-1	0.8	0
COc1cc(NC(=O)CN2CCCCC2)c(C)cc1[N+](=O)[O-]	100	11	-8	-4	103	11	-7	102	-7	0.5	-7
CC1(C)CC(NC(=O)c2ccccc2Cl)CC(C)(C)N1	102	1	-2	0	101	20	0	99	1	0.5	-2
COC(=O)/C=C1/S/C(=N/NC(=O)c2ccccc2C)NC1=O	95	2	-22	0	98	42	-9	95	-4	0.3	-4
NC(=O)C1CCN(c2ncnc3c2c(-c2ccccc2)cn3-c2ccccc2)CC1	99	2	-3	2	104	18	-8	100	-6	-0.5	-9
Cc1cc(SCc2cc(=O)[nH]c3ccccc23)nc2ccccc12	103	12	-7	-1	106	64	-11	101	-8	1.8	-8
CC(C)Cc1nc(S(=O)(=O)c2ccc(Cl)cc2)c(N2CCOCC2)o1	95	0	-6	-3	97	5	-22	96	-2	0.1	-6
COc1ccc(N2CCN(C(=O)CSc3nnc(NC(=O)C4CC4)s3)CC2)cc1	102	3	0	0	101	10	-3	108	-1	0.3	0
Cc1c(NC(=S)N2CCN(c3ccc(F)cc3)CC2)c(=O)n(-c2ccccc2)n1C	107	3	-2	0	102	15	-4	?	-4	0.0	-5
O=C(c1ccco1)N1CCN(c2c(-c3ccccc3)c3cc(Cl)ccc3[nH]c2=O)CC1	98	21	0	5	100	39	-6	98	-2	4.2	-5
CCCCCC(C)n1[nH]c(=O)c2c(C)cc(C)nc21 (stereo not given)	99	1	-4	0	98	20	-9	100	-5	-0.6	-6
CCCOc1ccc(C2C(C(=O)OC)=CN(CCOC)C=C2C(=O)OC)cc1	101	15	0	4	101	11	-8	103	-1	2.6	0
CC(C)(C)NC(=O)C1CC(=O)OC1(C)C (stereo not given)	99	1	-2	0	99	40	-10	98	-6	0.1	-11
CC(C)=CCN1CCN(CCC2=C(C)CCCC2(C)C)CC1CCO (stereo not given)	101	2	-4	-3	102	8	-4	104	-2	1.1	0
COc1ccc(-c2cc(C(F)(F)F)nc(N3CCOCC3)n2)cc1	93	2	0	-2	94	17	-2	94	-2	0.2	-2
CCN(CC)S(=O)(=O)c1cccc(C(=O)N[C@H](C(=O)Nc2nc3ccc(F)cc3s2)C(C)C)c1	102	1	-6	-3	103	9	-3	98	-6	0.3	-9
Cc1ccc(S(=O)(=O)N2CC(O)CC2C(=O)OCC(=O)c2ccccc2Cl)cc1C (stereo not given)	107	0	-5	-1	106	9	-17	106	-9	0.5	-7
CN(CCCNC(=O)CN1C(=O)CC(C)(C)S(=O)(=O)c2ccccc21)C1CCCCC1	98	3	-11	0	100	31	-10	93	-8	0.2	-5
CC(CCc1ccccc1)NC(=O)c1ccc(Cl)nc1 (stereo not given)	99	1	1	1	101	25	-2	101	-4	0.0	0
O=S(=O)(c1ccccc1)N1CCC2(CC1)CO2	97	-1	-4	-3	97	11	-5	99	-3	0.3	-3
Cc1occc1-c1nnc(SCC(=O)NCc2ccc3c(c2)OCO3)n1CC(C)C	100	1	0	-3	98	23	-3	98	-3	0.3	-1
COc1cccc(-c2nn(C)c3sc(C(=O)NCc4ccc5c(c4)OCO5)cc23)c1	99	5	-2	1	99	13	-13	94	-8	0.7	-4
O=C(COC(=O)c1c2c(nc3ccccc13)/C(=C/c1ccco1)CC2)NC1CCCC1	85	3	1	6	95	7	20	78	9	·	4
Clc1ccccc1Nc1nnc(-c2ccncc2)s1	100	1	-10	-3	102	11	-2	99	-5	0.9	-7
CCCCCCC1/C(=N/O)CCC1C(=O)OC (stereo not given)	97	3	-1	-7	111	61	-1	96	-5	0.7	-3
COc1cc(-c2nc(-c3ccccc3)c(-c3ccc(F)cc3)[nH]2)cc2c1OCO2	102	2	-3	-3	100	11	-11	98	-6	-0.2	-2
COC(=O)CCC(=O)N1CCCC(CO)(Cc2ccccc2C)C1 (stereo not given)	102	0	-3	-2	106	13	-7	101	-1	-0.1	-2
O=C(Nc1ccccc1)Nc1nnc(CSCc2ccccc2Cl)s1	91	-1	11	10	96	17	6	88	7	-0.1	11
Cc1ccc(C)c(NC(=S)N2CCCCCC2)c1	103	2	-20	-22	100	47	-22	100	-16	0.6	-26

Random excerpt: six entries already listed, in no set order.
SMILES	RGS4-Gao reg	ABCG2 inh	Bcl-XL Bim block	Bcl-W Bim block	RGS8-Gao	GSH bead fluor	Bim-Bfl-1	RGS7-Gao	Bim-Bcl-2	ABCB1 inh	Bcl-B Bim block
Clc1ccccc1Nc1nnc(-c2ccncc2)s1	100	1	-10	-3	102	11	-2	99	-5	0.9	-7
CCN(CC)S(=O)(=O)c1cccc(C(=O)N[C@H](C(=O)Nc2nc3ccc(F)cc3s2)C(C)C)c1	102	1	-6	-3	103	9	-3	98	-6	0.3	-9
Cc1occc1-c1nnc(SCC(=O)NCc2ccc3c(c2)OCO3)n1CC(C)C	100	1	0	-3	98	23	-3	98	-3	0.3	-1
O=C(COC(=O)c1c2c(nc3ccccc13)/C(=C/c1ccco1)CC2)NC1CCCC1	85	3	1	6	95	7	20	78	9	·	4
COC(=O)CCC(=O)N1CCCC(CO)(Cc2ccccc2C)C1 (stereo not given)	102	0	-3	-2	106	13	-7	101	-1	-0.1	-2
Cc1ccc(C)c(NC(=S)N2CCCCCC2)c1	103	2	-20	-22	100	47	-22	100	-16	0.6	-26

(list continues)
structure	RGS4-Gao reg	ABCG2 inh	Bcl-XL Bim block	Bcl-W Bim block	RGS8-Gao	GSH bead fluor	Bim-Bfl-1	RGS7-Gao	Bim-Bcl-2	ABCB1 inh	Bcl-B Bim block
Cc1cc(NS(=O)(=O)c2ccc(N3C(=O)C4C5C=CC(C5)C4C3=O)cc2)nc(C)n1 (stereo not given)	100	-6	-10	-7	101	10	-11	97	-6	0.2	-6
CC1(C)Cc2ccccc2C(N/N=C/c2cccc(F)c2)=N1	101	2	3	0	97	9	0	94	-2	0.5	-1
CCOc1cc(Cl)c(S(=O)(=O)NCc2ccccn2)cc1Cl	96	0	2	8	99	10	-2	94	-5	0.0	0
Clc1ccc(CSc2nnc(/C=C/c3ccccc3)o2)c(Cl)c1	100	9	-2	0	99	33	-12	99	-8	1.6	-9
CCC(CO)n1c(SCc2cc(=O)oc3cc(C)ccc23)nc2ccccc2c1=O (stereo not given)	98	3	-2	-3	102	18	4	100	0	1.5	-7
COC(=O)c1sccc1NC(=O)c1cc(-c2ccc(C)cc2)nc2ccccc12	102	0	1	1	102	13	1	99	2	0.0	0
COCCNC(=S)N(CCc1c(C)[nH]c2ccc(C)cc12)Cc1ccco1	88	4	-3	-5	101	16	-4	93	-6	0.7	-6
COc1cc(C2=NOC(C(=O)NCc3ccc(F)cc3)C2)cc(OC)c1OC (stereo not given)	95	5	-3	-4	98	25	0	96	-1	0.7	-3
O=C(CSc1nnc(Nc2ccccc2)s1)Nc1cccnc1Cl	97	11	-13	-2	100	17	-12	99	-2	0.6	-13
S=C(NCc1ccco1)Nc1ccc(Cl)cc1Cl	101	8	-9	-5	99	16	-15	97	-9	0.6	-8
O=c1cc(-c2ccccc2)nc2nc(-c3ccccc3)[nH]n12	99	-2	-3	-3	101	18	-3	103	-1	-0.6	-5
O=[N+]([O-])c1ccc(Cl)c(/C=N/NC(=S)Nc2ccccc2)c1	104	2	-2	0	102	20	-1	102	0	0.1	1
Cc1nc2ccc(NC(=O)c3sccc3C)cc2s1	97	4	0	0	97	17	-4	94	0	0.6	-3
CCOC(=O)CN1C(=O)NC(C)(c2ccc(OC(F)F)cc2)C1=O (stereo not given)	100	0	-3	-1	99	15	-1	100	-4	0.3	0
N#Cc1cccc(Cn2nnc(-c3ccccc3)n2)c1	103	0	-4	-4	104	20	-1	102	-2	0.0	-3
COc1cccc(NC(=O)C2CCCN(S(=O)(=O)c3ccc(-n4cnnn4)cc3)C2)c1 (stereo not given)	106	-1	-4	0	100	25	-14	98	-14	-0.2	-6
CCCCn1c(=O)cc(N2CCOCC2)[nH]c1=O	98	-1	-5	0	99	19	-13	95	-8	-1.2	-9
Cc1cccc(OCCCC(=O)Nc2ccc(Br)cc2)c1	98	18	-10	-5	97	38	-25	98	-15	0.2	-13
CCC1(CC)Cc2ccccc2C(CC(=O)N2CCOCC2)=N1	97	2	-3	-2	102	7	-2	105	0	1.0	-1
CC(=O)c1cnc2ncnn2c1C	105	0	1	3	103	23	1	100	6	0.2	0
O=C1CC(=C(c2ccccc2)c2ccccc2)C(=O)N1CCCN1CCN(c2cccc(Cl)c2)CC1	104	6	-4	3	103	32	-10	103	-10	1.9	-3
CCc1c(C)n([O-])c2c([n+]1=O)CCC2	107	0	-11	-3	102	32	-14	100	-9	0.0	-7
COc1ccc(S(=O)(=O)CCC(=O)NCCc2ccc(Cl)cc2)cc1	104	2	-10	4	98	41	-8	98	-8	0.7	-6
COc1ccc(OC)c(CN(CCN2CCOCC2)C(=O)Nc2ccccc2)c1	106	8	-5	-4	104	14	-18	109	-8	0.7	-9
COc1ccc(OC)c(NC(=O)COC(=O)Cc2ccc(Br)cc2)c1	99	27	-2	-4	102	13	-6	102	-8	-0.2	-6
Cc1cccc(Nc2nc3c(s2)CCCC3)c1	104	-1	-3	-2	105	9	0	102	-4	-0.2	-15
Oc1c(C=C2N=c3ccccc3=N2)sc(=S)n1C1CCCCC1	106&104	-10&-4	26&-2	15&-12	109&102	11&13	19&-10	104&109	24&4	-1.8&-0.9	-8&-59
